# From PubChem
# ELG1 repair inh – qHTS screen for small molecules that inhibit ELG1-dependent DNA repair in human embryonic kidney (HEK293T) cells expressing luciferase-tagged ELG1. HEK293T ELG1-luciferase reporter, luminescence, 16 h; DNA damage induced by 5-fluorouridine. Potency, µM (highest dose often 46.1 µM), inactives show top-dose activity change, negative = inhibition, most hits filed as inhibitors. actives 2.3% (n = 330,000). AID 504467, 2011; further: potency means the concentration at half of the fitted maximal effect; on the % scale 0 is the no-effect control and ±100 the full control effect; nearly all actives have a fitted effect of over 55% in size
#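 DMSO vehicle served as the neutral condition. Each well held 2,000 cells given 5-fluorouridine plus compound; after 16 hr at 37 °C/5% CO2, ONE-Glo was added and luciferase measured 30 min later.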
# RORg inh – qHTS for inhibitors of ROR gamma transcriptional activity. Nuclear receptor ROR-gamma (Mus musculus), P51450. Drosophila S2 Gal4-RORgamma UAS-luciferase reporter, 20 h. Potency, µM (highest dose often 53.6 µM), for the others: at the highest dose activity change, negative = inhibition, actives largely listed as inhibitors. actives 5.4% (n = 310,000); further: potency means the concentration at half of the fitted maximal effect; on the % scale 0 is the no-effect control and ±100 the full control effect; nearly all actives have a fitted effect of over 60% in size
#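 A Gal4/UAS one-hybrid system in insect cells: metallothionein-promoter Gal4–ROR gamma fusion plus Photinus luciferase reporter. Copper sulfate 700 uM final, 20 hr ambient incubation, luminescent detection after 10 min with reagent.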
# FLuc counter – qHTS profiling assay for firefly luciferase inhibitor/activator using purifed enzyme and Km concentrations of substrates (counterscreen for miR-21 project); Luciferin 4-monooxygenase (Photinus pyralis), P08659; purified FLuc, Km substrates, luminescence inhibition; Potency, µM (top dose mostly 57.5 µM), for the others: at the highest dose activity change, negative = inhibition, actives largely listed as inhibitors; actives 6.9% (n = 360,000); AID 588342, 2011;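 further: potency means the concentration at half of the fitted maximal effect; plate controls were vehicle for no effect and reference inhibitor for full effect; nearly all actives have a fitted effect of over 55% in size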
#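 Purified P. pyralis luciferase (10nM final) with 10uM D-luciferin and 10uM ATP (Km levels) in 50mM Tris acetate pH 7.5, 10mM Mg acetate, 0.01% Tween-20, 0.05% BSA; qHTS 6-point titration, ~60 µM downward; luminescence read.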
# ELG1 genotoxic – qHTS screen for small molecules that induce genotoxicity in human embryonic kidney (HEK293T) cells expressing luciferase-tagged ELG1; HEK293T ELG1-luciferase reporter, luminescence, 16 h; Potency, µM (series often up to 46 µM), for inactives: at the top dose activity change, positive = activation, hits mostly activators; actives 1.3% (n = 330,000); AID 504466, 2011; further: potency means the concentration at half of the fitted maximal effect; % of control where 0% means no effect; nearly all actives have a fitted effect of over 60% in size
#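 Genotoxic stress is detected as increased luminescence from luciferase-tagged ELG1 in HEK293T cells, measured with ONE-Glo after a 16 hr treatment at 37 °C.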
# p53 reactivation – qHTS assay for re-activators of p53 using a Luc reporter; H1299 p53-A138V BP100-luciferase reporter, luminescence, 24 h; Potency, µM (series often up to 92.2 µM), for the others: at the top dose activity change, positive = activation, hits mostly activators; actives 0.063% (n = 320,000); AID 504706, 2011; further: potency means the concentration at half of the fitted maximal effect; % of control where 0% means no effect; nearly all actives have a fitted effect of over 45% in size
#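 H1299 (p53-null), stable ts p53-A138V + BP100-Luc; 1000 cells/well, Opti-MEM/10% FBS; cpd 4 pt, 1:5; 24 h, 37 deg C, 5% CO2; detection reagent 10 min RT; luminescence.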
# Rab9 prom act – qHTS Assay for Rab9 Promoter Activators. Huh7 Rab9 promoter-luciferase reporter, luminescence, 24 h. Potency, µM (highest dose often 9.22 µM), for inactives: at the top dose activation, negative = inhibition, most hits filed as activators. actives 2.8% (n = 320,000). AID 485297, 2010; further: potency means the concentration at half of the fitted maximal effect; % of control where 0% means no effect; nearly all actives have a fitted effect of over 60% in size
#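 Quantitative HTS format; Huh7 Rab9-luciferase reporter cells (1500/well) receive compound 2 h post-plating, incubate 24 h at 37 °C, then get luciferase reagent for 10 min before luminescence reading.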
# Gal4-VP16 FLuc – VP16 counterscreen qHTS for inhibitors of ROR gamma transcriptional activity | Drosophila S2 Gal4-VP16 UAS-luciferase, luminescence, 20 h | Potency, µM (highest dose often 53.6 µM), without a hit: top-dose activity, negative = inhibition, usual class: inhibitors | actives 3.5% (n = 310,000);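 further: Gal4-VP16 expression switched on by copper sulfate through the metallothionein promoter; potency means the concentration at half of the fitted maximal effect; on the % scale 0 is the no-effect control and ±100 the full control effect; nearly all actives have a fitted effect of over 50% in size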
# NPC1 promoter act – qHTS Assay for NPC1 Promoter Activators; Huh7 NPC1 promoter luciferase reporter, 24 h; Potency, µM (top dose mostly 9.22 µM), inactives show top-dose activation, usual class: activators; actives 2.4% (n = 320,000); AID 485313, 2010;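 further: potency means the concentration at half of the fitted maximal effect; % of control where 0% means no effect; nearly all actives have a fitted effect of over 60% in size; reporter is driven by a mutant NPC1 promoter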
#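 In 1536-well qHTS, Huh7 cells harboring an NPC1 promoter–luciferase construct received compound for 24 h; activation was quantified by luminescence following luciferase reagent addition.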
# Tb PFK inh – qHTS Assay to Find Inhibitors of T. brucei phosphofructokinase; actives 0.17% (n = 330,000); Potency, µM (highest dose often 57.5 µM), without a hit: top-dose activity, negative = inhibition, actives largely listed as inhibitors; ATP-dependent 6-phosphofructokinase (Trypanosoma brucei brucei), O15648; T. brucei PFK, ADP-Glo luminescence; AID 485367, 2010;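 further: potency means the concentration at half of the fitted maximal effect; 0% = uninhibited 1x PFK enzyme wells and -100% = no-enzyme wells; nearly all actives have a fitted effect of over 60% in size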
#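 Luminescent ADP detection (ADP-Glo, two-step: ATP depletion then ADP-to-ATP conversion for luciferase) reported PFK activity after 45 min room-temperature reaction of 1.25 nM enzyme with 0.5 mM F6P and 0.1 mM ATP at pH 8.0.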
# TRPV1 agonist – HTS Assay for Compounds that Act as Agonists of the Vanilloid Receptor 1; activation, % at 8.33 µM; actives 0.19% (n = 320,000); TRPV1-expressing cells, Fluo-8 calcium influx, agonist mode; Transient receptor potential cation channel subfamily V member 1 (Homo sapiens), Q8NER1; in the data active means activation above about 80%; inconclusive means between about 30% and that limit; further: 0% is about no effect
# Target sequence (Q8NER1 whole entry, looked up): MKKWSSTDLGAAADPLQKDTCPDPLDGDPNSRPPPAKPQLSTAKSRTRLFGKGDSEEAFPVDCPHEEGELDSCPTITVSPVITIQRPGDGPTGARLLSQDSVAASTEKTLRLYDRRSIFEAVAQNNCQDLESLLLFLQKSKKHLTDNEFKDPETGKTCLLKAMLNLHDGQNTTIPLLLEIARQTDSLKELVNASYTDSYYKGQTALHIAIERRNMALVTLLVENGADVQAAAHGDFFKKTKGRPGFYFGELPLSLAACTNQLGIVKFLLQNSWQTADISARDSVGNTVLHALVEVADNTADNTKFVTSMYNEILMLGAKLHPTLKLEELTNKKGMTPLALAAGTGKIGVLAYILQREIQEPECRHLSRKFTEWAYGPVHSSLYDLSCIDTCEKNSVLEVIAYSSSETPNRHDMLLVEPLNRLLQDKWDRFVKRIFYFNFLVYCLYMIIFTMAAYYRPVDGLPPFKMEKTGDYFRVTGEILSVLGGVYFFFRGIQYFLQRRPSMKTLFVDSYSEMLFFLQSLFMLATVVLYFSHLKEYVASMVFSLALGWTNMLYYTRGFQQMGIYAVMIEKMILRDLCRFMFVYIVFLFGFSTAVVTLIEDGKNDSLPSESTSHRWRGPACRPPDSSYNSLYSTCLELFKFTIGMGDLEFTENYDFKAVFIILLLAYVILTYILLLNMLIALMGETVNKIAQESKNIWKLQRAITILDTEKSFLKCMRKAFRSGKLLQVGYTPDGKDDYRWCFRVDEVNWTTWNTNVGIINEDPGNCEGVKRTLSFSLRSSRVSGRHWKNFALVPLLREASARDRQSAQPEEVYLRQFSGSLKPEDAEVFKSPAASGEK
#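 TRPV1-expressing cells were cultured overnight at 35.5C and loaded with Fluo-8 calcium dye for 40 to 90 min at room temperature. After a 10 s baseline, compound was added and calcium influx was read kinetically for 3 min (ex 480/em 520 nm).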
# BRCA1 expr up – qHTS Assay to Identify Small Molecule Activators of BRCA1 Expression; MCF7-BRCA1-FFLuc reporter, luminescence, 48 h; response scale: scaled: vehicle 0%, 10 µM genistein 100%; Potency, µM (doses to about 46.1 µM), without a hit: at the highest dose activation, hits mostly activators; actives 1.1% (n = 380,000); AID 624202, 2012; further: potency means the concentration at half of the fitted maximal effect; nearly all actives have a fitted effect of over 80% in size; some results filed as inactive show a strong effect at the top dose
#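 First, MCF7-BRCA1-FFLuc cells (2000/well) attach for 2 h; next, compounds are pin-added and incubated 48 h at 37 °C; finally, luciferase reagent is added and luminescence read after 15 min.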
# * hit, by the source's call; u = inconclusive; x = not tested or not shown; [ ] = dose if it differs, or a comment. Unless noted, the call rests on the fitted dose curve; in most records, active means well fitted curve in the direction sought with a large enough effect; inconclusive means small, poorly fitted or top-dose-only effect, or another doubt; inactive means no such curve, though single readings can be large; an effect the other way counts as inactive or inconclusive. Compounds were not picked by outcome. About 15% of those tested had a hit in this group.
SMILES,ELG1 repair inh,RORg inh,FLuc counter,ELG1 genotoxic,p53 reactivation,Rab9 prom act,Gal4-VP16 FLuc,NPC1 promoter act,Tb PFK inh,TRPV1 agonist,BRCA1 expr up
CC1=C(C(=O)OC(C)C)C(c2cccc([N+](=O)[O-])c2)n2c(cc(=O)[nH]c2=S)N1 (configuration not stated),6%,13µM*,-6%,-4%,-9%,-1%,-18%,-4%,u,-6,-15%
O=C(Nc1ccc(Nc2ccncc2)cc1)c1ccc(Nc2ccnc3ccc([N+](=O)[O-])cc23)cc1[N+](=O)[O-],0%,30%,6%,13%,-14%,-1%,3%,-2%,27%,1,-7%
Cc1c(N(C)S(=O)(=O)c2cc(C(=O)Nc3ccccn3)ccc2Cl)c(=O)n(-c2ccccc2)n1C,9%,x,2%,5%,1%,-1%,x,-3%,1%,1,-12%
COc1ccc(C(=O)N2CCc3cc4c(cc3C2C)OCCCO4)cc1 (configuration not stated),-24%,-4%,-11%,0%,1%,-3%,5%,-5%,2%,7,-20%
N=C(N)n1c(N)nc2ccccc2c1=O,20%,-2%,-3%,-2%,3%,0%,-7%,4%,-3%,-4,-8%
Cc1ccc(C)c(N(C)S(=O)(=O)c2ccc3c(c2)oc(=O)n3C)c1,-3%,-21%,0%,-2%,-4%,-1%[1.84 µM],2%,-1%,8%,18,5%
NC(=O)c1ccsc1NC(=O)CCS(=O)(=O)c1ccccc1,9%,u,-7%,-3%,u,1%,10%,-2%,0%,0,-34%
Cc1cccc(C)c1NC(=O)CNC(=O)C1CCCN(C(=O)c2ccc(Cl)cc2)C1 (configuration not stated),u,x,3%,1%,-2%,0%,x,1%,0%,0,-1%
CC(C(=O)NCc1ccco1)n1cc([N+](=O)[O-])cn1 (configuration not stated),9%,1%,-1%,1%,3%,0%,-9%,-1%,-10%,-2,3%
CCOC(=O)[C@H]1[C@H]2COc3cc(OC)ccc3[C@@H]2N2C(=O)c3cc(C)ccc3NC(=O)[C@@]12C,3%,x,-2%,3%,-12%,-3%,x,-1%,-1%,u,0%
Oc1ccc(C=Nc2ccc(N3CCOCC3)cc2)c(O)c1,-11%,-21%,17µM*,-1%,11%,-4%,-2%,11%,6%,2,-43%
CCOC(=O)c1[nH]c(C)c(/C(O)=C2\C(=O)C(=O)N(CCN(C)C)C2c2ccc(C)o2)c1C (configuration not stated),u,-7%,1%,0%,5%,-1%,0%,1%,-1%,-3,-64%
COc1ccccc1N=C(C)C1=C(O)CSC1=O,20%,-14%,0%,7%,11%,-25%,-6%,-4%,0%,0,6%
O=C(Nc1ccc(Br)cc1Cl)c1ccc(OCC2CCCO2)cc1 (configuration not stated),u,x,x,u,13%,x,x,x,0%,x,73%
COc1ccc(NC(=O)CSc2nc3ccsc3c(=O)n2CCC(=O)O)c(OC)c1,18%,-1%,-2%,5%,4%,0%,0%,-5%,0%,0,8%
COc1ccccc1OCC(=O)Nc1ccc(S(=O)(=O)Nc2onc(C)c2C)cc1,-13%,u,2%,4%,6%,1%,12%,-1%,3%,-3,-10%
Cc1ccc(Cn2c(=N)c(C(=O)NCCN3CCOCC3)cc3c(=O)n4ccccc4nc32)cc1,24%,-22%,-2%,2%,-6%,-4%,2%,-6%,-1%,3,-7%
O=C(CN(Cc1ccccc1)C(=O)CNS(=O)(=O)c1ccc(Cl)cc1)NCC1CCCO1 (configuration not stated),0%,9%,1%,0%,-1%,0%,-3%,-3%,0%,3,0%
Cc1ccc(CNC(=O)c2cncc(Br)c2)cc1,u,33%,-1%,-7%,-3%,17%,7%,8%,-8%,9,u
Cc1oc2c(C)c3oc(=O)c(CC(=O)N[C@@H](CC(C)C)C(=O)N[C@@H](Cc4ccccc4)C(=O)O)c(C)c3cc2c1C,-13%,4%,u,6%,x,0%,-4%,-1%,-2%,3,1%
O=C1NC(=Nc2cccnc2)S/C1=C\c1cccc(F)c1,-5%,32%,30µM*,3%,4%,7%,5%,-1%,-2%,x,-7%
O=C(NCCc1ccc(Cl)cc1)c1cc(S(=O)(=O)N2CCCCC2)c[nH]1,u,u,-3%,-3%,9%,3%,-2%,-3%,-2%,0,-6%
O=C(CC(=O)N/N=C/c1ccccc1O)NCc1cccnc1,u,u,-9%,1%,26%,-11%,u,0%,-9%,3,-44%
CCOc1ccc(CNc2ncnc(N)n2)cc1,13%,5%,0%,7%,0%,9%,6%,2%,4%,-6,0%

# 2 compounds from above, limited to BRCA1 expr up and ELG1 genotoxic:
SMILES	BRCA1 expr up	ELG1 genotoxic
Cc1ccc(Cn2c(=N)c(C(=O)NCCN3CCOCC3)cc3c(=O)n4ccccc4nc32)cc1	-7%	2%
O=C(Nc1ccc(Br)cc1Cl)c1ccc(OCC2CCCO2)cc1 (configuration not stated)	73%	u

# (next part)
SMILES,ELG1 repair inh,RORg inh,FLuc counter,ELG1 genotoxic,p53 reactivation,Rab9 prom act,Gal4-VP16 FLuc,NPC1 promoter act,Tb PFK inh,TRPV1 agonist,BRCA1 expr up
Cc1cc(C(=O)CN2C(=O)NC(C)(c3cccc(Br)c3)C2=O)c(C)n1Cc1ccco1 (configuration not stated),u,22%,u,-17%,6%,4%,0%,0%,-2%,-4,-88%
Fc1ccc(NC(=S)NCc2cccnc2)cc1,7%,11%,0%,-6%,-1%,-8%,4%[10 µM],1%,-4%,-1,0%
CC1(C)CC2(CC(c3ccccc3)Oc3cc(O)ccc32)NC(=O)N1 (configuration not stated),-14%,-1%,2%,-7%,-2%,2%,-10%,0%,4%,0,x
Cc1nc2ccccc2c(=O)n1-c1cccc(NS(=O)(=O)c2ccccc2)c1,-14%,x,-1%,3%,-10%,-4%,x,-1%,-3%,0,-7%
Cc1nnc(SCC(=O)NC2CCC(C)CC2)s1 (configuration not stated),27%,x,1%,1%,9%,-3%,x,-3%,0%,2,-5%
COCC(C)NCC(=O)NC(C)CCc1ccccc1 (configuration not stated),-1%,19%[10 µM],-2%,-2%,5%,-6%,0%,-2%,-3%,-1,1%
Cc1ccc(C)c(NC(=O)C(OC(=O)c2cc[n+]([O-])cc2)c2ccccc2)c1 (configuration not stated),25%,x,-1%,-1%,5%,-1%,x,-4%,0%,3,-43%
Cc1ccc(OCCn2cncn2)c([N+](=O)[O-])c1,-2%,1%,-18%,4%,x,0%,4%,1%,-6%,5,-11%
CCN(c1ccc(NC(=O)COC(=O)/C=C/c2cccs2)cc1)C(C)C,3%,-1%,-18%,-2%,1%,2%,-19%,-6%,2%,21,-3%
CCOc1ccc(-n2c(=O)c3sccc3n(Cc3ccc(C)cc3)c2=O)cc1,3%,12%,-1%,7%,2%,-7%,0%,-4%,-5%,0,0%
CCOc1ccc(CN(C)c2nc(-c3cccnc3)nc3ccccc23)cc1OC,18µM*,-20%,-8%,-35%[inhibitor],-6%,-2%,-5%,-3%,-15%,26,-68%

# Reprinted at random: 2 records from the list.
SMILES,ELG1 repair inh,RORg inh,FLuc counter,ELG1 genotoxic,p53 reactivation,Rab9 prom act,Gal4-VP16 FLuc,NPC1 promoter act,Tb PFK inh,TRPV1 agonist,BRCA1 expr up
Fc1ccc(NC(=S)NCc2cccnc2)cc1,7%,11%,0%,-6%,-1%,-8%,4%[10 µM],1%,-4%,-1,0%
Cc1ccc(C)c(NC(=O)C(OC(=O)c2cc[n+]([O-])cc2)c2ccccc2)c1 (configuration not stated),25%,x,-1%,-1%,5%,-1%,x,-4%,0%,3,-43%
